# S3 lipid droplet: qHTS Assay for Lipid Storage Modulators in Drosophila S3 Cells; Drosophila S3 cells, BODIPY lipid droplet fluorescence, 18-24 h; cells fed with added oleic acid; Potency in µM for hits, for the others lipid storage change, negative = inhibition, % at the top dose, mostly 46.1 µM; 320,000 compounds, 0.64% hits; active = well fitted inhibition curve with a large enough effect in the signal ratio, with a control signal flat, not every such curve was filed as active; inconclusive = small, poorly fitted or top-dose-only effect, or effect the other way, or a change in a side signal; the % refers to the signal ratio
#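 Drosophila S3 cells got compounds at several concentrations plus oleic acid (400 uM solution). Laser-scanning cytometry with 488 nm excitation read lipid droplets at 500-530 nm and cells at 575-640 nm. Percent activity was relative to 20 uM Triacsin C.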
# S3 lipid droplet cell count max: also measured in S3 lipid droplet; calls as there; cell number change, %; measured here: cell count max response;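 cells counted by Cell Tracker Red CMTPX staining in the red channel; peak over a dose series mostly up to 46.1 µM; percent activity relative to internal control wells on each plate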
# * marks the source's active call; other numbers are inactive results; i = inactive; u = inconclusive; x = no result given. % is set by controls: 0 for no effect and ±100 for the full control effect; potency is the fitted concentration of half-maximal effect.
SMILES,S3 lipid droplet,S3 lipid droplet cell count max
CCOC(=O)C1CCCN(C(=O)Cn2cnc3sc(C)c(S(=O)(=O)N4CCOCC4)c3c2=O)C1 (centres undefined),u,x
C/C(=N\NC(=S)NC1CCCCC1)c1ccc(Cl)c(Cl)c1,u,x
CSCCC(NS(=O)(=O)c1ccc(C)cc1)C(=O)N1CCN(C(c2ccccc2)c2ccccc2)CC1 (centres undefined),u,x
COc1ccc(OC)c(-c2nc(C(N)=O)c3[nH]c(=O)n(-c4ccc(F)cc4)c3n2)c1,u,x
CC(C)Oc1ccccc1/C=N/NC(=O)c1ccc(F)cc1,u,x
O=C(N/N=C/c1cccnc1)c1ccccc1OCc1cccc(Br)c1,5%,0
CC1CCCN(c2nc(N(C)c3ccccc3)nc(N)c2[N+](=O)[O-])C1 (centres undefined),13%,15
COc1ccc(/C=C/C(=O)OCC(=O)NCC2CCCO2)cc1 (centres undefined),u,x
Cc1n[nH]c(=S)n(/N=C/c2cccs2)c1=O,-6%,12
Cc1nc2nc(SCC(=O)NCCCN3CCCC(C)C3)nn2c(C)c1Cc1ccccc1Cl (centres undefined),i,9
O=C(CCCN1C(=O)c2ccccc2C1=O)Nc1nnc(C2CC2)s1,12%,13
CC(=O)Nc1ccc(S(=O)(=O)NCCC(=O)OCC(=O)c2ccccc2)cc1,-1%,-9
Cc1n[nH]c(=O)c2c1nnn2Cc1ccc(F)cc1,u,x
[O-][n+]1c2ccccc2cc2ccccc21,u,x
CCn1cnnc1SCC(=O)c1c(N)n(C2CC2)c(=O)[nH]c1=O,u,x
CC(C)C(CO)N1CCN(Cc2ccccc2)CCC1=O (centres undefined),-17%,-11
O=C(CN1CCN(Cc2ccccc2)CC1)N/N=C/c1cccs1,u,x
O=C(Nc1nnc(-c2ccco2)s1)C1CC1,u,x
CC(=O)c1ccc(OCC(O)CN(C)CCOc2ccc(Br)cc2)cc1 (centres undefined),i,17
Cc1cc(C)n2nc(C(=O)OCC(=O)Nc3cc(Cl)ccc3C)nc2n1,u,x
Cc1ccc2c(C)cc[n+](CCCS(=O)(=O)[O-])c2c1,0%,1
CS(=O)(=O)Nc1ccc(C(=O)Nc2ccc(S(=O)(=O)N3CCCC3)cc2)cc1,i,x
CS(=O)(=O)N(Cc1ccccc1)c1ccc(C(=O)NCCSc2ccccn2)cc1,25%,0
O=[N+]([O-])c1cccc(/C=N/Nc2cc(Cl)nc(-c3ccccc3)n2)c1,-12%,0
CCOc1cc(NC(=S)Nc2cccc(OC)c2)c(OCC)cc1NC(=O)C1CC1,u,x
Cc1cn2c(-c3ccc(Cl)cc3)nnc2s1,i,x
Clc1ccccc1CSc1nnc(Cn2cnc3ccccc32)n1-c1ccccc1,u,x
COc1ccccc1CN1C(=O)C(=O)N(Cc2cccc(C)c2)C1=O,6%,6
Nc1nc(CN2CCN(Cc3ccccc3)CC2)nc(N2CCCc3ccccc32)n1,-7%,-7
CC(C)(C)n1ncc2c(=O)n(CC(=O)NCc3ccccc3Cl)cnc21,u,x
Cc1cc(=O)[nH]c(SCC(=O)Nc2ccccc2C#N)c1C#N,u,x
CC1(C)CC(=O)c2sc(N3CCCCC3)nc2C1,u,x
COc1ccc(N(CC(=O)Nc2cc(C)on2)S(=O)(=O)c2ccc(Cl)cc2)cc1,u,x
CCOC(=O)c1ccc(NC(=O)CSc2nnc(NC(=O)c3ccc(S(=O)(=O)N4CCOCC4)cc3)s2)cc1,u,x
Cc1cc(NC(=O)c2ccc(Cn3cc([N+](=O)[O-])cn3)o2)no1,u,x
O=S(=O)(N1CCOCC1)N1CCOCC1,14%,6
CCc1nonc1NC(=O)c1oc2cc(C)c(C)cc2c1C,u,x
COc1ccc(C(c2c(NC(=O)c3ccco3)sc(C)c2C)N2CCOCC2)cc1 (centres undefined),i,x
CC1CCN(C(=O)CSc2nc3c(c(=O)n2C)SC(C)C3)CC1 (centres undefined),u,x
CC(C)(C)NC(=O)C(c1ccc(O)cc1)N(C(=O)CCC(=O)Nc1ccccn1)c1ccc(F)cc1 (centres undefined),u,x
Cc1ccc(C(=O)NCCCNc2ccc(C(F)(F)F)cc2[N+](=O)[O-])cc1,7%,-3
Cc1ccc2c(=O)cc(C(=O)NCCc3ccc(S(N)(=O)=O)cc3)oc2c1C,u,x
CC1Cc2ccccc2N1S(=O)(=O)c1c(N)n(C)c(=O)n(C)c1=O (centres undefined),-4%,x
COC(=O)CN1C(=O)Nc2ccc(C)cc2C1c1ccccc1 (centres undefined),u,x
CCOC(=O)c1sc2c(c1C)c(=O)n(CCO)c(=O)n2Cc1ccccc1,9%,0
O=C(CCCC(=O)OCC(Cl)=C(Cl)Cl)Nc1ccccc1F,-1%,3
Cc1c(C(=O)Nc2ccc(-c3nnc4n3CCCCC4)cc2)oc2ccc(Br)cc12,u,x
O=C(COC(=O)c1cc(Br)ccc1O)Nc1cc(S(=O)(=O)N2CCCC2)ccc1Cl,-1%,6

# Three compounds out of the list above, ordered by the number in S3 lipid droplet, high to low.
SMILES,S3 lipid droplet,S3 lipid droplet cell count max
CCOC(=O)c1sc2c(c1C)c(=O)n(CCO)c(=O)n2Cc1ccccc1,9%,0
O=C(CCCC(=O)OCC(Cl)=C(Cl)Cl)Nc1ccccc1F,-1%,3
CC1Cc2ccccc2N1S(=O)(=O)c1c(N)n(C)c(=O)n(C)c1=O (centres undefined),-4%,x

# The listing continues.
SMILES,S3 lipid droplet,S3 lipid droplet cell count max
COc1ccc(N2CCN(C(=O)COc3ccc(S(=O)(=O)N4CCOCC4)cc3C)CC2)cc1,u,x
COc1ccc(Nc2oc(-c3ccccc3F)nc2C#N)cc1,u,x
Cc1ccc(C(C(=O)NC2CCCC2)N(C(=O)CNC(=O)c2ccco2)c2ccccc2)o1 (centres undefined),u,x
Cc1[nH]c2ccccc2c1C(=O)/C=C\c1ccccc1Cl,-10%,-10
CCCCN(C)C(=O)Cn1cnc2sc(C)c(S(=O)(=O)N3CCN(c4ccccc4OC)CC3)c2c1=O,u,x
CCCOc1cc(C)c(Cl)cc1S(=O)(=O)N(CC)CC,5%,5
Cn1c(SCC(=O)N2CCc3ccccc32)nc2cccnc21,u,x
CNC(=O)c1ccc(-c2ccccc2)s1,u,x
Cc1cc(=O)oc2cc(OCC(=O)OCC(=O)NCCc3ccccc3)ccc12,u,x
Cc1ccc(C(=O)C2CCN(CC(=O)Nc3ccccc3C)CC2)cc1,u,x
O=C(Cc1cccc(NC(=O)C2CCCN(C(=O)C3CC3)C2)c1)Nc1cccc(C(=O)N2CCCC2)c1 (centres undefined),u,x
Cn1[nH]c(C(F)(F)F)cc1=O,u,x
O=C(CC1NCCNC1=O)Nc1ccc2c(c1)OCCO2 (centres undefined),u,x
Cc1nc2ccc(C(=O)c3ccccc3)cc2[nH]1,u,x
CCCCn1c(SCC(=O)NCc2ccco2)nc2c(sc3ccccc32)c1=O,u,x
COc1cccc(OC)c1OCC(C)CNCC1CCCO1 (centres undefined),i,-13
COc1cc(SC)ccc1C(=O)Nc1ncc(Cl)cc1Cl,u,x
CCOC(=O)c1[nH]c2ccc(C)cc2c1NC(=O)CN1CCCCC1,u,x
O=C(NCCc1ccc(Cl)cc1)c1cc2ccccn2n1,u,x
CCCCCc1cc(=O)oc2c(C(CCN(CC)CC)c3ccc(OC)cc3)c(OC)cc(OC)c12 (centres undefined),u,x
C=CCNC(=S)NNC(=O)c1cc(C)nc2ccccc12,u,x
CC1CC(C)CN(C(=O)CCc2ccccc2)C1 (centres undefined),1%,14
O=C(NC1CCCC1)C(c1ccsc1)N(C(=O)Cc1cccs1)c1cccc(F)c1 (centres undefined),26%,-4
Cc1nnsc1-c1nnc(SCC(=O)c2ccccc2)n1C1CC1,u,x

# Entries of single compounds, quoted from the list. Values in the order: S3 lipid droplet	S3 lipid droplet cell count max
# CCCCn1c(SCC(=O)NCc2ccco2)nc2c(sc3ccccc32)c1=O is entered as u	x
# CCOC(=O)c1[nH]c2ccc(C)cc2c1NC(=O)CN1CCCCC1 is entered as u	x
# O=C(NC1CCCC1)C(c1ccsc1)N(C(=O)Cc1cccs1)c1cccc(F)c1 (centres undefined) is entered as 26%	-4
# COc1cccc(OC)c1OCC(C)CNCC1CCCO1 (centres undefined) is entered as i	-13
# CCCCCc1cc(=O)oc2c(C(CCN(CC)CC)c3ccc(OC)cc3)c(OC)cc(OC)c12 (centres undefined) is entered as u	x

# Other structures
SMILES,S3 lipid droplet,S3 lipid droplet cell count max
CC(=O)Oc1ccc(C2OC(=O)c3ccccc3N2C(C)=O)cc1 (centres undefined),u,x
CCOC(=O)c1ccc(NC(=O)CCc2nc(-c3ccc(Cl)cc3)no2)cc1,u,x
Cc1ccc(-c2c(C(=O)N/N=C/C3CCCCC3)nnn2-c2nonc2N)cc1,-14%,9
CC1CCN(C(=O)CN2C(=O)NC(c3ccccc3)(c3ccccc3)C2=O)CC1,u,x
Cc1ccc(NC(=O)CCn2c(=O)[nH]c3ccsc3c2=O)cc1,u,x
COc1cc2ccccc2cc1C(=O)Nc1ccccc1Cl,u,x
COc1cc(CNCCc2ccc(S(N)(=O)=O)cc2)ccc1OCc1ccc(Cl)cc1,u,x
CC(NC(=O)C(NS(=O)(=O)c1cccs1)C(C)C)c1ccc(S(N)(=O)=O)cc1 (centres undefined),u,x
O=c1[nH]c(N/N=C/c2cc3c(cc2[N+](=O)[O-])OCO3)nc2ccccc12,u,x
CC(NC(=O)c1ccc(Cl)cc1)c1nnc(SCc2ccc([N+](=O)[O-])cc2)n1C (centres undefined),6%,-19
CCN(CC)C(=O)CSc1nc2ccccc2c(=O)n1CC,u,x
Cc1cc(C)n(C(=O)CCCCCC(=O)n2nc(C)cc2C)n1,-4%,-16
Fc1cccc(CN2CCN(Cc3nc(-c4cnccn4)no3)CC2)c1,-1%,24
COc1ccccc1N1CCN(C(=O)CN(c2ccccc2OC)S(=O)(=O)c2ccccc2)CC1,u,x
O=C(CN1C(=O)/C(=C\c2cccc(Br)c2)Oc2ccccc21)NCC1CCCO1 (centres undefined),i,16
Cc1c(OCC(=O)N2CCC[C@@H]2C(=O)O)ccc2c3c(c(=O)oc12)CCC3,u,x
O=C(NN=C1C2CC3CC1CC(Cl)(C3)C2)c1ccccn1,8%,11
CC(C)Cc1nnc(NC(=O)CCC(=O)N2CCN(c3ccc(Cl)cc3)CC2)s1,u,x
CC(=O)NC(=C(Cl)Cl)S(=O)(=O)c1ccccc1,u,x
CC(=O)c1ccccc1OCCCCN1CCCCC1,12%,-10
COc1ccc(C)cc1NC(=O)c1cnc2scc(C)n2c1=O,u,x
Cc1ccc(S(=O)(=O)Nc2ccc(-n3c(C)nc4ccccc4c3=O)cc2)cc1,-7%,-12
COC(=O)c1ccccc1NC(=O)/C=C/c1ccco1,-19%,-16
CCC/C=N/NC(=O)CNC(=O)c1ccccc1Cl,i,x
CSCCC(NC(=O)c1cccc(S(=O)(=O)N2CCOCC2)c1)C(=O)Nc1cccc(C)c1 (centres undefined),u,x
CCCCCn1c(CCCNC(=O)CC)nc2ccccc21,-1%,7
O=C(CN1C(=O)S/C(=C\c2ccccc2Cl)C1=O)NCCCn1ccnc1,u,x
COc1cccc(-c2nc(CS(=O)(=O)CC(=O)NCCCN3CC(C)CC(C)C3)c(C)o2)c1 (centres undefined),u,x
CCN1CCCC1CN(Cc1cc2c(C)cc(C)cc2[nH]c1=O)C(=O)NC1CCCCC1 (centres undefined),u,x
CC(C)c1ccc(OCC(=O)NC(=S)Nc2ccc3c4c(cccc24)CC3)cc1,u,x
CN1CCN(c2ccc([N+](=O)[O-])c(-n3nc(-c4ccccc4)c4ccccc4c3=O)c2)CC1,11%,15
Nc1nnc(-c2cccc([N+](=O)[O-])c2)o1,-5%,9
Cc1cc(CSc2ccccc2)ccc1NC(=O)c1ccc(Cl)c([N+](=O)[O-])c1,i,-7
CC(C)C[C@H](N)C(=O)N1CCC(C(=O)N[C@H](C(=O)NCc2ccc(F)cc2)C(C)C)CC1,u,x
CC1(C)Cc2c(sc3c2c(N)nc(=S)n3Cc2ccc(Br)cc2)CO1,u,x
COc1ccc(NS(=O)(=O)c2ccc(NC(=S)NC(=O)C(C)C)cc2)cc1,u,x
O=C(c1cc2nc(-c3ccco3)cc(C(F)(F)F)n2n1)N1CCN(c2ccc(F)cc2)CC1,u,x
O=C(Nc1ccccc1C(=O)N1CCNCC1)c1ccco1,0%,16
Ic1ccc(N2CCN(Cc3c[nH]c4ncccc34)CC2)cc1,u,x
Cc1ccc(C)c(NC(=O)c2cc(-c3cc(C)ccc3O)n[nH]2)c1,u,x
C/C(CC(=O)Nc1ccc(C)c(Cl)c1)=N\NC(=O)Cc1ccccc1,4%,15
O=C(NOCc1ccccc1)c1ccc(Cl)cc1,u,x
CCOc1ccc2ccccc2c1/C=N/NC(=O)CNC(=O)C(c1ccccc1)c1ccccc1,u,x
CC(=O)c1ccc(NC(=O)C2CCN(S(=O)(=O)c3ccc4c(c3)N(C(C)=O)CCO4)CC2)cc1,338%,2
CCCCn1c(SCC(N)=O)nnc1-c1cc(OC)c(OC)c(OC)c1,u,x
C(#CC1CCCC1)c1ccc2c(c1)COc1c3ccccc3nn1-2,u,x

# Not a retest: five of the compounds above.
SMILES,S3 lipid droplet,S3 lipid droplet cell count max
O=C(NOCc1ccccc1)c1ccc(Cl)cc1,u,x
CCOc1ccc2ccccc2c1/C=N/NC(=O)CNC(=O)C(c1ccccc1)c1ccccc1,u,x
CC(=O)c1ccc(NC(=O)C2CCN(S(=O)(=O)c3ccc4c(c3)N(C(C)=O)CCO4)CC2)cc1,338%,2
CCCCn1c(SCC(N)=O)nnc1-c1cc(OC)c(OC)c(OC)c1,u,x
C(#CC1CCCC1)c1ccc2c(c1)COc1c3ccccc3nn1-2,u,x

# A portion of the library; rates above refer to the full screens.
